Assay outcomes (PubChem)
Diaph inh CS – counter-screen for diaphorase-based assays: diaphorase inhibitors and chemical oxidizers; diaphorase resazurin-to-resorufin fluorescence, NADH, 16 min; bacterial (C. kluyveri) enzyme, not human; actives 0.69% (n = 190,000); inhibition, % at 20 µM;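 active means primary screen inhibition at 20 µM above a set limit, cut at about 50% in these data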;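 further: plate controls were DMSO with full reaction for no effect and wells lacking NADH for full effect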
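System: Bacterial diaphorase enzyme (C. kluyveri) | Incubation: 16-min room-temperature incubation before reading | Benchmarks: No-NADH positive control and DMSO neutral control | Measured by: Resorufin fluorescence 544/590 nm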
PMI act hi M6P – PMI (human) activation, high substrate; P34949; coupled PMI enzyme assay, resazurin fluorescence, 20 min; hits give high values; 1 = untreated enzyme, 0 = substrate-free blank; activation factor at 20 µM; actives 0.34% (n = 190,000);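 active means activation factor of 2 or more at 20 µM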
Target sequence (P34949 whole entry, looked up): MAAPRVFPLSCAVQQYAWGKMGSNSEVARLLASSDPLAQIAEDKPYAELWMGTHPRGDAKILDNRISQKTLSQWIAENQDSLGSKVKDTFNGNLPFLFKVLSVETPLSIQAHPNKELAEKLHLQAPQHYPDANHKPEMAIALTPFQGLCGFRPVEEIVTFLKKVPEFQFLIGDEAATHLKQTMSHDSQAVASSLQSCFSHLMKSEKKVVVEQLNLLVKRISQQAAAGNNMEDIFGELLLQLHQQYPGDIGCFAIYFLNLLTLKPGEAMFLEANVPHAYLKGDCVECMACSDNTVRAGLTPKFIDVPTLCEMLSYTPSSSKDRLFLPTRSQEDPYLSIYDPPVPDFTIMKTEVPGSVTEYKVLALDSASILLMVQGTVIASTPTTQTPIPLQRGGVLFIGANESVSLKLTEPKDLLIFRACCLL
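Material: human phosphomannose isomerase with PGI, G6PDH, diaphorase coupling enzymes / Reagent: Man-6-P substrate 1.0 mM / Dosing: single compound dose of 20 µM, 1% DMSO final / Incubation: enzyme reaction with compound 20 min at room temperature / Signal: resorufin fluorescence (Ex 544/Em 590 nm) from resazurin via diaphorase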
Diaph act CS – activates diaphorase or chemically reduces, flagging diaphorase assay artifacts. Diaphorase/resazurin coupled assay, resorufin fluorescence, 16 min; hits give high values; 1 = vehicle wells, 0 = NADH-free wells. activation factor at 20 µM. actives 0.005% (n = 190,000);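 active means diaphorase activity raised at least twofold by the compound at 20 µM; inactive means activation factor below 2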
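Measured by – red resorufin fluorescence at 544/590 nm excitation/emission · Test system – Clostridium kluyveri diaphorase, purified enzyme · Incubation – reaction time 16 min, room temperature · Buffer or medium – 50 mM HEPES pH 7.4 with 4.542 mM MgCl2, 0.005% Tween 20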
Redox H2O2 prof – compounds producing H2O2 with reducing agent – biochemical, NIH compound library profiling, artefact control for MLSCN library redox annotation, primary screen; DTT-dependent redox cycling H2O2, phenol red/HRP absorbance; 100% = 100 µM peroxide control, 0% = buffer; activation, % at 10 µM; actives 0.03% (n = 200,000); AID 878;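 active means activation of at least 50% relative to the plate's high and low controls in the primary single-dose screen; inactive means activation below 50%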;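 further: compound incubated with DTT at 0.8 mM final as the reducing agent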
S1P3 antagonist – blocks the human S1P3 receptor; Q99500; actives 0.27% (n = 170,000); CHO S1P3 NFAT-BLA reporter, FRET fluorescence, antagonist mode; inhibition, % at 4.98 µM;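 active means inhibition above the plate cutoff, the mean inhibition of test wells on that plate plus 3 SD, cut at about 28% in these data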;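 further: cells challenged with S1P at its EC80 of 0.8 µM; blue over green emission ratio from cleaved BLA substrate after 4 h stimulation; 0% = S1P-stimulated wells and 100% = unstimulated DMSO-only wells; some compounds past the cut are filed as inactive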
Target sequence (Q99500 whole entry, looked up): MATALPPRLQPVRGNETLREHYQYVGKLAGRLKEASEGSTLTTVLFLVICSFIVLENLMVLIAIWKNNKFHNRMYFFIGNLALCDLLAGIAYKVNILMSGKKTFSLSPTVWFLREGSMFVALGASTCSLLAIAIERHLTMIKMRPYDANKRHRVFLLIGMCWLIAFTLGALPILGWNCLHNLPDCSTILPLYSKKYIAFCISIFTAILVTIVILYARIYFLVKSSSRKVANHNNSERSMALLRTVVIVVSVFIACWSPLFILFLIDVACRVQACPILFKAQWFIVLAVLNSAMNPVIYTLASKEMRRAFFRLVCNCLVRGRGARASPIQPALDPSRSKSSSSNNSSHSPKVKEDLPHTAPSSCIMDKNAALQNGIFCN
G6PDH counter – inhibits Leuconostoc G6PDH, flagging false hits in G6PDH-based assays; Purified L. mesenteroides G6PDH, diaphorase/resazurin coupled fluorescence, 45 min; inhibition, % at 5 µM; actives 0.12% (n = 200,000)
TLR4 MyD88 comp – blocks binding of human TLR4 to MyD88; O00206+Q99836; HeLa CL3-4 TLR4/MyD88 BLA complementation, FRET ratio; inhibition, % at 8.4 µM; actives 0.18% (n = 200,000); AID 861; in the data active means inhibition above about 25%;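 further: 0% = vehicle and 100% = reference inhibitor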
PMI activator – increases human mannose-6-phosphate isomerase activity; P34949; purified human PMI, coupled resazurin fluorescence, 20 min; hits give high values; 1 = vehicle control, 0 substrate-free wells; activation factor at 20 µM; actives 0.005% (n = 190,000); AID 1214;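 active means activation factor of 2 or more at 20 µM, relative to plate controls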
Hsp70 act – Hsp70 transcriptional activation, primary screen; actives 0.04% (n = 200,000); HeLa Hsp70 promoter luciferase reporter, luminescence; scaled: vehicle 0, proteasome-inhibitor control 100%; activation, % at 10 µM;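 active means activation above the mean across all tested compounds plus 3 SD, cutoff set per campaign, cut at about 5.5% in these data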;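 further: 100% = MG132 at 30 µM as the positive control and 0% = DMSO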
RAM inhibit – blocks the yeast RAM network; S. cerevisiae dse1pr::URA3 reporter, 5-FOA growth OD615, 2 d; analog-sensitive cbk1-as2 kinase mutant strain; inhibition, % at 50 µM; actives 1.8% (n = 190,000); AID 868;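 active means inhibition above a set limit, 3 SD over mean compound inhibition, cut at about 8.4% in these data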;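 further: 0% = DMSO-only wells with no growth and 100% = 10 µM 1-NA-PP1 full growth; inhibition rescues growth on 5-FOA so higher OD means more RAM inhibition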
L major viab – reduces viability of Leishmania major promastigotes. resazurin fluorescence viability. inhibition, % at 10 µM. actives 9% (n = 200,000). AID 1063;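 further: promastigotes grown with compound for 44 hours at 28 °C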
* marks the source's active call; other numbers are inactive results; . = no result given. Unless noted, no stated cut-off is given here; in the data, active means inhibition above about 50%; inactive means the rest.

SMILES	Diaph inh CS	PMI act hi M6P	Diaph act CS	Redox H2O2 prof	S1P3 antagonist	G6PDH counter	TLR4 MyD88 comp	PMI activator	Hsp70 act	RAM inhibit	L major viab
Cc1noc(C)c1S(=O)(=O)Nc1ccc(C(=O)NC2CCCCC2C)cc1 (stereo unspecified)	14.4	0.9	0.9	1.5	-12.7	13.2	1.9	0.9	-0.1	-0.1	0.1
COc1ccc(OC)c(NC(=O)Cn2cc(C#N)c3ccccc32)c1	-5.2	1	1.1	0.6	-1.4	9.6	15.3	1	0.0	5.4	7.9
COc1cccc(NC(=O)CSc2nnnn2C(C)C)c1	7.9	1	0.9	2.7	14.9	-3.5	-5.4	1	-0.3	-0.3	1.2
CCCS(=O)(=O)N1CCCC(C(=O)NCc2ccc(C)cc2)C1 (stereo unspecified)	4.4	0.9	1	-2.2	-8.4	26.9	-6.7	0.9	-0.2	1.4	-7.1
O=C(Nc1ccnc(-c2cccnc2)n1)c1ccc(Cl)cc1	8.9	0.9	0.9	-4.0	.	4.9	-8.3	0.9	-0.2	0.7	-3.9
COc1ccccc1C1C2C(=O)N(c3ccccc3)C(=O)C2ON1c1ccccc1 (stereo unspecified)	27.1	0.9	0.7	-0.7	-25.5	0.2	-9.6	0.8	-0.2	1.2	-4.9
CC1CCCC(C)N1S(=O)(=O)c1ccc(S(=O)(=O)NCc2ccccc2)cc1 (stereo unspecified)	0.6	1	1	1.3	.	-2.8	12.9	1.1	-0.1	0.6	-8.1
O=Cc1cn(CC(=O)Nc2ccc(F)cc2)c2ccccc12	1.8	1.1	1	-0.3	-2.0	7.1	5.6	1.1	-0.3	-0.4	13.5
Cc1ccc(NC(=O)CN2C(=O)NC3(CCc4ccccc43)C2=O)cc1 (stereo unspecified)	-7.1	1.1	1.1	0.2	-24.2	-2.5	3.0	1.1	-0.3	2.0	-1.9
C=CCn1c(SCC(=O)NC2CCCCC2)nnc1-c1ccc(OC)cc1	8.0	1	0.9	0.7	11.4	4.0	-10.7	1	-0.5	1.1	-4.3
CCOC(=O)c1cnc2cc(C)nn2c1-c1ccccc1	1.8	1	1	1.8	.	6.1	-5.2	1	-0.2	0.0	-6.4
CC(C)N(CCc1ccncc1)C(=O)Nc1ccc(F)cc1	-3.8	1.1	1	-1.0	-34.7	17.5	-4.1	1	-0.1	1.3	-3.8
CN(C)CCNc1ncnc2c1sc1nc(N3CCOCC3)c3c(c12)CC(C)(C)SC3	8.0	0.9	0.9	-8.3	.	2.7	-6.7	0.9	-0.1	0.7	100.6*
COc1ccccc1NC(=O)CSCc1ccc([N+](=O)[O-])cc1	19.9	0.8	0.8	-0.5	1.2	2.4	-0.1	0.9	-0.1	0.9	-1.4
CCN(CC)CCCN(Cc1cc2cc3c(cc2[nH]c1=O)OCO3)C(=O)Nc1ccccc1OC	1.2	0.9	1	1.9	-26.3	-23.6	-10.0	0.8	0.1	0.7	0.6
Fc1ccc(CSc2nncn2NCc2ccc3c(c2)OCO3)cc1	9.8	1	0.9	-0.5	-5.9	-0.4	0.1	1	-0.4	0.2	-0.2
COc1ccccc1NC(=O)N1C2CCCC1CC(NC(=O)c1ccccc1)C2 (stereo unspecified)	13.4	1	0.9	-0.3	-8.1	9.1	-14.0	1	0.2	1.5	-4.8
CN(C)S(=O)(=O)c1ccc2c(c1)nc1n2CCC1	1.1	1.1	1	0.3	.	-6.4	-6.8	1	0.0	-0.6	2.5
O=C(Nc1ccccc1F)c1ccc(CSc2ccccc2)o1	7.5	1	0.9	0.3	-16.9	-11.1	4.9	0.9	0.0	2.6	-4.7
CNc1ccc(C2(O)C(=O)c3ccccc3C2=O)cc1	12.9	1	0.9	-0.1	8.8	2.6	-1.8	1	-0.4	1.4	-7.0
Cc1ccc(S(=O)(=O)N2CCN(C(=O)N3CCOCC3)C2C)cc1 (stereo unspecified)	-8.5	1	1.1	0.8	-29.1	-5.5	-2.5	1	-0.1	-0.3	-10.1
CCCCN(CC)C(=O)c1ccc(Cl)cc1	13.2	1	0.9	0.1	-13.7	-0.2	0.5	1	-0.3	-0.1	-5.1
COCCCNc1ncnc2ccc(C)cc12	2.7	1.1	1	0.2	.	4.6	9.0	1.2	-0.1	1.7	42.3
O=C(NCN1CCCCC1)c1cnccn1	10.7	0.9	0.9	0.1	-5.3	-13.4	-13.4	0.9	-0.3	-0.3	2.7
COc1cc(Br)cc(CN2CCN(C=O)CC2)c1O	2.4	0.9	1	-0.3	6.7	3.1	-4.3	0.9	0.2	0.7	0.5

One compound at a time, from the list above:
CNc1ccc(C2(O)C(=O)c3ccccc3C2=O)cc1 across the screens: Diaph inh CS: 12.9; PMI act hi M6P: 1; Diaph act CS: 0.9; Redox H2O2 prof: -0.1; S1P3 antagonist: 8.8; G6PDH counter: 2.6; TLR4 MyD88 comp: -1.8; PMI activator: 1; Hsp70 act: -0.4; RAM inhibit: 1.4; L major viab: -7.0
CCOC(=O)c1cnc2cc(C)nn2c1-c1ccccc1 across the screens: Diaph inh CS: 1.8; PMI act hi M6P: 1; Diaph act CS: 1; Redox H2O2 prof: 1.8; S1P3 antagonist: .; G6PDH counter: 6.1; TLR4 MyD88 comp: -5.2; PMI activator: 1; Hsp70 act: -0.2; RAM inhibit: 0.0; L major viab: -6.4

Further entries
SMILES	Diaph inh CS	PMI act hi M6P	Diaph act CS	Redox H2O2 prof	S1P3 antagonist	G6PDH counter	TLR4 MyD88 comp	PMI activator	Hsp70 act	RAM inhibit	L major viab
CCCOc1ccc(C(=O)ON=C2CCN(C)CC2)cc1	9.9	1.1	0.9	-0.2	0.2	0.1	-7.4	1.1	-0.3	-0.5	7.9
CCCc1nc2c([nH]1)C(c1cccnc1)C(C#N)=C(N)O2 (stereo unspecified)	7.7	1	0.9	-0.1	-13.9	1.5	-6.8	1	-0.1	-0.6	-5.0
Cc1ccc2c(c1)C(=O)C(=O)N2CC(=O)Nc1ccc(N2CCOCC2)cc1	.	.	.	0.2	-4.9	17.4	-2.7	.	-0.3	3.3	-2.5
COc1ccc(C(=O)c2sc3nc(-c4ccccc4)ccc3c2N)cc1	29.9	1.5	0.7	1.7	3.3	-1.9	46.9*	1.3	-0.2	4.5	31.6
CCCOc1ccc(CC2CCC(=O)NC2=O)cc1 (stereo unspecified)	11.5	1.1	0.9	0.0	-0.9	-3.9	-5.5	1	-0.4	1.0	-6.5
COCC(=O)N(C)c1nnc(-c2cnc(C)cn2)s1	5.5	0.9	0.9	1.8	-11.3	1.7	13.8	1	0.2	0.7	-5.4
COc1ccc(CN(Cc2ccc(C(=O)O)cc2)C(=S)Nc2ccccc2Cl)cc1OC	4.9	0.9	1	-0.9	-17.5	2.9	-17.1	0.9	-0.3	1.1	3.5
Cc1cccc(C(=O)NC(=S)NNC(=O)c2ccc(Cl)cc2)c1	47.6	1.1	0.5	0.1	-16.9	-6.3	-10.4	1	-0.3	5.9	-0.3
CC(=O)Nc1ccc(S(=O)(=O)Nc2nc3ccccc3nc2Nc2ccccc2)cc1	12.3	1.1	0.9	0.3	-1.4	7.6	3.4	1	-0.2	5.5	-9.0
Cc1cc(C)c2nc(/N=C(\N)NC(=O)Nc3ccccc3)nc(C)c2c1	-10.0	0.9	1.1	0.6	-7.8	0.3	-0.7	0.9	-0.4	0.9	100.3*
C/C(=N\Nc1ccc([N+](=O)[O-])cc1[N+](=O)[O-])C(C)(C)C(C(=O)O)C(=O)O	4.9	1	1	5.5	-10.6	5.4	-4.7	1.1	-0.3	-1.4	-12.6
CC1CCCCC1NC(=O)C1CCN(S(=O)(=O)c2ccc3c(c2)CCC(=O)N3)CC1 (stereo unspecified)	-6.7	1.1	1.1	-1.4	-14.9	-3.1	5.9	1	0.2	0.6	-5.5
O=C(CCn1c(=O)[nH]c2ccccc2c1=O)NCCSCc1ccccc1	4.2	1	1	-1.0	-7.7	11.8	-6.5	1	-0.3	1.4	-5.1
S=C1NC[C@H](CC2CCCCC2)N1CC1CCCCC1	20.7	0.9	0.8	0.7	3.7	3.4	-7.4	0.8	-0.3	1.9	33.1
O=C(C/C(=N/O)c1ccccc1O)C(F)F	4.9	0.9	1	-1.2	.	2.2	16.6	1	-0.2	1.5	-7.3
CC(=O)Nc1ccc(C(=O)CSc2nnc3scc(-c4ccccc4)n23)cc1	9.1	1	0.9	1.9	-23.6	7.7	0.1	1.1	-0.4	0.8	-12.7
CCCCCOc1ccc(NC(=O)C2OC3OC(C)(C)OC3C3OC(C)(C)OC23)cc1 (stereo unspecified)	-8.1	1.1	1.1	-0.3	-3.7	1.5	-10.7	1	-0.1	2.8	-7.4
Cc1ccc2nc(N3CCN(C)CC3)c(C#N)cc2c1	-4.9	1	1	-0.3	-0.3	5.0	6.6	1	0.0	0.5	-1.5
O=C(CN1C(=O)CCC1=O)Nc1nc(-c2ccccn2)cs1	27.8	0.8	0.7	-1.1	-9.1	33.0	12.8	0.8	-0.3	-0.6	-0.4
COCCNC(=O)CSc1nc2ccc(N3CCOCC3)cc2c(=O)n1Cc1ccc(OC)cc1	36.4	0.9	0.6	-3.9	.	41.9	-9.1	0.9	0.1	2.2	-8.4
CCNC(=O)c1ccc(C2SCC(=O)N2CCc2ccccc2)cc1 (stereo unspecified)	-8.5	1.1	1.1	-0.1	-8.6	3.6	4.5	1.1	-0.1	0.7	-2.0

Reprinted from above, 2 compounds:
SMILES	Diaph inh CS	PMI act hi M6P	Diaph act CS	Redox H2O2 prof	S1P3 antagonist	G6PDH counter	TLR4 MyD88 comp	PMI activator	Hsp70 act	RAM inhibit	L major viab
CCCOc1ccc(C(=O)ON=C2CCN(C)CC2)cc1	9.9	1.1	0.9	-0.2	0.2	0.1	-7.4	1.1	-0.3	-0.5	7.9
CCCc1nc2c([nH]1)C(c1cccnc1)C(C#N)=C(N)O2 (stereo unspecified)	7.7	1	0.9	-0.1	-13.9	1.5	-6.8	1	-0.1	-0.6	-5.0
